Pemphigus Ab inh – blocks pemphigus antibody binding to human desmoglein-3; DSG3-coupled beads, scFv-anti-DSG3-GFP binding, flow cytometry; active compounds read low; binding (percent of control), % at 10 µM; P32926; AID 588358; 310,000 tested, 0.48% active;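 active means binding more than 3 SD below its plate's average and above zero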;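 further: hits lower antibody fragment binding to DSG3; some compounds called inactive have numbers as strong as hits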
Target sequence (P32926 whole entry, looked up, the tested form may be a part): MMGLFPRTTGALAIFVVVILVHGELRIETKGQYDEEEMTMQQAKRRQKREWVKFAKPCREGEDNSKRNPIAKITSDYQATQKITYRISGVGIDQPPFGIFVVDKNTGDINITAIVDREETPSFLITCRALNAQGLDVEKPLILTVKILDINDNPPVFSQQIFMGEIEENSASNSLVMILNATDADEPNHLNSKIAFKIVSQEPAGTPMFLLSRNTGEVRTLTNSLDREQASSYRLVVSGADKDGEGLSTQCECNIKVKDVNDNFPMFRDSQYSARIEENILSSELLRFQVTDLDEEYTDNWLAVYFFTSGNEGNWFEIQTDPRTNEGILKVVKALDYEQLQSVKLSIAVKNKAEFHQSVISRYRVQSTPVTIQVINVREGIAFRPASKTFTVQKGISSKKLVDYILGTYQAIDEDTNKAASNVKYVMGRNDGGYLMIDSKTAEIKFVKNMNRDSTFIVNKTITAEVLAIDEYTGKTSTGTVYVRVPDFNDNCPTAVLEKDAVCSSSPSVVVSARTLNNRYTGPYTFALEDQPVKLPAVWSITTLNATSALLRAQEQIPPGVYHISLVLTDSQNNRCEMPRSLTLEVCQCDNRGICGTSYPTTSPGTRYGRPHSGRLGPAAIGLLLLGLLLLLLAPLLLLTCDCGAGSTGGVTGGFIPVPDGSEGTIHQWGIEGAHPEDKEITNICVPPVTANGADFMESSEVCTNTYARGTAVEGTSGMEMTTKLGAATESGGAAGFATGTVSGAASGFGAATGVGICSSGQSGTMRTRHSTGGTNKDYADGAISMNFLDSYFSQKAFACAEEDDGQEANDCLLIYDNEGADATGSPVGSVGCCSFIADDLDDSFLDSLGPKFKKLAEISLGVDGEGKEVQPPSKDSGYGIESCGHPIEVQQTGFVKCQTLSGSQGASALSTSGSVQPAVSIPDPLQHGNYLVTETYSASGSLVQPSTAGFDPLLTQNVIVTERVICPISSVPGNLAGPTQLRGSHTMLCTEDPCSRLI
HTR5A ag – counter-screen for OPRM1-OPRD1 agonists: human HTR5A agonism. HTR5A agonist assay, luminescence, cell-based. activation, % at 9.3 µM. 340,000 tested, 0.61% active. AID 504692; in the data active means activation mostly above about 9.5%, no sharp cut-off; inactive means mostly below about 7.6%;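 further: 0% = cells with vehicle only and 100% = reference agonist; strong numbers were not always called active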
phage Ecoli inh – E. coli growth loss with phage present; inhibition, % at 11.9 µM; growth absorbance; 360,000 tested, 0.26% active; in the data active means inhibition above about 11%
PKA-R1A act – PKA-R1A complex activation; activation, % at 11.4 µM; 340,000 tested, 0.083% active; PKA-R1A dissociation, Cy5-IP20 fluorescence polarization; scaled: DMSO 0%, 113 µM cGMP 100%; P00514+P68181;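 active means percent activation above the mean of all tested compounds plus 3 SD, cut at about 19% in these data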;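 further: higher means more PKAc released from R1A so a rise in polarization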
HTR5A inv ag – counter-screen for OPRM1-OPRD1 inverse agonists: human HTR5A inverse agonism; P47898; HTR5A cell line, luminescence; inhibition, % at 9.3 µM; 340,000 tested, 0.083% active; in the data active means inhibition mostly above about 23%, no sharp cut-off; inactive means mostly below about 18%;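 further: 0% = cells with DMSO and 100% = no-cell wells with DMSO; some compounds called inactive have numbers as strong as hits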
Ecoli viability – reduces bacterial viability in AddAB counter-screen; E. coli V3065 growth, OD600 absorbance, 18 h; inhibition, % at 11.9 µM; 330,000 tested, 0.27% active; AID 449728;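 active means inhibition above the campaign's mean inhibition across all tested compounds plus 3 SD, cut at about 9.9% in these data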;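 further: uninfected addAB+ strain grown without phage in ampicillin broth; 0% = DMSO wells and 100% = ciprofloxacin 0.95 µg/ml wells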
MOR-DOR inv ag – inverse agonists of human mu-delta opioid receptor heterodimerization; cell-based MOR-DOR heterodimer luminescence, inverse agonism; inhibition, % at 9.3 µM; 340,000 tested, 0.21% active; AID 504357; in the data active means inhibition above about 22%, passing the limit was not always enough;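 further: 0% = cells with DMSO and 100% = wells without cells with DMSO; values of inactives mirror those of a sister screen read the other way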
AddAB inh – less growth of phage-infected E. coli with AddAB; 330,000 tested, 0.29% active; E. coli expressing H. pylori AddAB, absorbance growth; inhibition, % at 11.9 µM; AID 435030; in the data active means inhibition above about 12%;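 further: 0% = vehicle wells of infected cells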
PfHsp90 set2 – reduces growth (ATP signal) of yeast expressing P. falciparum Hsp90. S. cerevisiae expressing PfHsp90, BacTiter-Glo ATP, 48 h; yeast lacking PDR1 and PDR3 efflux regulators. inhibition, % at 9.4 µM. 310,000 tested, 0.32% active. AID 504621;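 active means every replicate shows inhibition above about 80%, whatever the replicate mean, limit read from the data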;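 further: 0% = DMSO neutral controls and 100% = 20 µM radicicol positive controls; yeast relying on Plasmodium falciparum Hsp90 in place of its own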
Mot1-301 SUMO – SUMOylation pathway inhibition by Mot1-301 growth rescue | S. cerevisiae Mot1-301 growth rescue, ATP luminescence, 38.5C; percent above DMSO median, 100 means doubled | growth rescue, % at 18.8 µM | 320,000 tested, 1% active | AID 2716;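 active means every valid replicate shows activation above 250% relative to neutral control wells; inactive means the rest, any valid replicate at or below 250%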;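 further: OY570 slx delta 5 strain wells were the positive control but not used for scaling; some compounds called inactive have numbers as strong as hits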
OPRM1-OPRD1 ag – agonists of human mu-delta opioid receptor heterodimerization | cells, OPRM1-OPRD1 heterodimerization, luminescence | activation, % at 9.3 µM | 340,000 tested, 0.3% active | AID 504326; in the data active means activation above about 18%;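 further: 0% = vehicle-treated cells and 100% = reference agonist; values of inactives mirror those of a sister screen read the other way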
* marks the source's active call; other numbers are inactive results; . = no result given. Outcome played no part in choosing rows. Share with any hit: about 3.2%.

SMILES | Pemphigus Ab inh | HTR5A ag | phage Ecoli inh | PKA-R1A act | HTR5A inv ag | Ecoli viability | MOR-DOR inv ag | AddAB inh | PfHsp90 set2 | Mot1-301 SUMO | OPRM1-OPRD1 ag
N=c1n(CCO)c2ccccc2n1CCOc1ccc(Cl)cc1Cl | 103 | 14 | 5.6 | -9 | -40 | 3.3 | 15 | 4.3 | 0 | -2 | -3.0
CCc1cccc(C)c1N=Cc1c(O)c2ccccc2oc1=O | 103 | 1 | 0.9 | -11 | -5 | 0.9 | 10 | 3.5 | 18 | -2 | -2.2
CC(C)C[C@H]1CNC(=O)C(=O)N1CC1CCN(CCC(C)(C)C)CC1 | 117 | 1 | -1.1 | -1 | -4 | . | -7 | . | -17 | . | 1.4
CN(c1ccccc1C(=O)Nc1ccc(S(=O)(=O)N2CCCCC2)cc1)S(C)(=O)=O | 108 | -4 | -1.0 | 0 | -7 | -0.7 | 6 | -1.6 | . | -2 | -1.3
CN(C)CCCN=c1cc(-c2ccccc2)oc2ccc(Cl)cc12 | 106 | 5 | -3.3 | -16 | -12 | . | -6 | . | 4 | . | 1.2
C=CCOc1ccc(C=Nc2ccc(C)c(Cl)c2)c(O)c1 | 101 | 8 | 0.3 | -9 | 26 | 0.7 | -4 | 3.3 | 7 | 130 | 0.8
CN1CCN(c2ccc(Cl)cc2NC(=O)/C=C/c2cccc(F)c2)CC1 | 100 | 9 | 3.0 | -10 | -5 | -0.6 | -9 | 1.4 | 23 | 18 | 1.7
CC1Oc2ccccc2N(CC(=O)NC2CCCC2)C1=O (centres undefined) | 96 | -2 | -0.8 | 2 | -13 | -1.6 | -5 | 2.2 | -22 | 17 | 1.0
O=C(N/N=C/c1c[nH]c2ccccc12)c1ccc([N+](=O)[O-])cc1Cl | 101 | 3 | . | -3 | -12 | -0.5 | -18 | 1.6 | 4 | -7 | 4.0
COC(=O)c1cc(/C=C/c2ccccc2)on1 | -27* | 1 | 4.1 | -16 | -4 | -1.9 | -5 | 2.7 | 2 | -6 | 0.9
O=C(NCC(c1cccnc1)N1CCN(c2ccccc2)CC1)C1CCCCC1 (centres undefined) | 92 | -3 | 2.9 | 10 | 7 | -0.9 | -3 | 0.2 | . | 73 | 0.5
CC(=O)C(C)Oc1ccc2c3c(c(=O)oc2c1)CCCCC3 (centres undefined) | 103 | -9 | 2.2 | 3 | 22 | 0.2 | 2 | -0.5 | . | -7 | -0.4
COc1ccccc1N1CCN(Cc2cn[nH]c2-c2ccc(F)cc2)CC1 | 114 | -3 | 0.8 | 1 | 0 | 1.5 | 7 | -0.3 | 5 | -18 | -1.4
COCCCN(CC(=O)O)S(=O)(=O)c1ccccc1 | 99 | 6 | 2.6 | -4 | 13 | 0.5 | 11 | 5.6 | 11 | -5 | -2.0
C#CCOCCOCCOCCNc1nc(N2CCN(C(=O)[C@H](CCC(=O)O)n3cc(CN)nn3)CC2)nc(N2CCN(C(=O)[C@H](CCC(=O)O)n3cc([C@@H](N)[C@H](C)CC)nn3)CC2)n1 | 104 | -4 | 0.1 | -14 | 13 | -4.8 | 11 | 1.9 | -15 | -3 | -2.3
Cc1cccc(NC(=O)CCSc2nncn2C)c1 | 103 | 0 | 3.0 | -15 | 0 | -1.8 | 7 | -2.6 | . | 94 | -1.6
O=C(NCc1ccccc1)c1cc(=O)c2ccccc2o1 | 99 | 2 | 3.8 | -14 | -20 | 0.1 | -1 | 5.7 | -10 | -4 | 0.1
COc1ccc(-n2c(CNC(=O)COc3ccc(Cl)cc3Cl)n[nH]c2=S)cc1 | 100 | 1 | 1.3 | -14 | 12 | 1.5 | -13 | -0.7 | 0 | 9 | 2.4
CCCCC(=O)NC(c1cccs1)c1cc(Cl)c2cccnc2c1O (centres undefined) | 96 | 2 | 17* | -9 | -5 | 18* | -28 | 16* | 103* | -6 | 5.5
C[C@H](CO)N1C[C@H](C)[C@@H](CN(C)Cc2ccc(Cl)c(Cl)c2)Oc2c(NS(=O)(=O)c3cccs3)cccc2C1=O | 108 | 2 | 2.0 | -9 | -16 | 0.4 | -1 | 1.1 | 18 | -14 | 0.2
COc1cccc(C(O)C2OC(=O)c3ccccc32)c1OC (centres undefined) | 96 | . | 3.2 | . | . | 2.9 | . | 4.8 | . | 4 | .
COC(=O)C1=C(N)Oc2cc(C)n(CCN3CCOCC3)c(=O)c2C1c1cccnc1 (centres undefined) | 111 | -1 | 2.9 | 0 | -11 | 0.8 | 0 | 3.1 | -17 | . | 0.0
CN(C)c1cccc(C(=O)NC2CCCCCC2)c1 | 102 | 2 | 0.5 | 11 | -7 | -0.7 | 6 | -1.4 | -1 | -15 | -1.1
CC1(C)CC(=O)C(C2=NC(C)(C)Cc3ccccc32)=C(O)C1 | 98 | 4 | 2.7 | -6 | -11 | 3.0 | 7 | 4.0 | 1 | -9 | -1.3
COc1cc2nc(COc3ccc(C#N)cc3)n(CC#N)c(=O)c2cc1OC | 101 | -1 | 1.6 | 0 | -1 | -0.8 | 5 | -0.5 | -10 | -28 | -0.9
COC(=O)c1cccc(-c2ccc(/C=N/N3C(=O)C4C5C=CC(C6CC56)C4C3=O)o2)c1 (centres undefined) | 100 | 3 | 5.8 | 2 | -8 | -4.0 | 15 | -1.5 | 24 | 1 | -2.8
CN(C)C(CNC(=O)c1ccc(S(=O)(=O)Nc2ccccc2F)cc1)c1ccccc1 (centres undefined) | 95 | -1 | 1.5 | -19 | 16 | -0.2 | 14 | 0.3 | 1 | -1 | -2.7
CC1CCCN(C(=O)C2CCN(Cc3ccc4c(c3)OCO4)CC2)C1 (centres undefined) | 97 | 0 | 2.6 | -1 | 2 | -1.5 | 0 | 2.6 | 23 | 139 | -0.1
CC1(C)CC(NCc2ccc3c(c2)OCO3)CCO1 (centres undefined) | . | -3 | 1.2 | 3 | 11 | 1.0 | 17 | -0.8 | -11 | 8 | -3.0
COc1ccc(OCC(=O)O/N=C(\N)c2ccc(OC)c(OC)c2)cc1 | 108 | 1 | 0.2 | 1 | 33 | -1.0 | 9 | 2.9 | 16 | 79 | -1.7
C=CCn1c(C)c(C(C)=O)c(SC)nc1=S | 116 | -2 | 0.5 | 7 | -14 | -0.2 | 6 | 2.6 | -36 | -8 | -1.2
O=C(O)CCC(=O)NNC(=O)CCC1CCCCC1 | . | -2 | 3.1 | -9 | -2 | 0.7 | 16 | 2.2 | 3 | -9 | -3.3
O=C(C1=C[C@H](C2CCCCC2)C[C@H](OCc2ccc(CO)cc2)O1)N1CCN(Cc2ccc3c(c2)OCO3)CC1 | 99 | -7 | . | 1 | -3 | 1.1 | -30 | 0.6 | 5 | 85 | 5.5
COc1ccccc1NC(=O)c1cnc(Nc2ccccc2OC)c2ccccc12 | 83 | 5 | 2.3 | -3 | 2 | 0.9 | 16 | 3.9 | -13 | 17 | -3.0
Cc1cc(NC(=O)CCC(=O)N(c2ccc(F)cc2)C2(C(=O)NC3CCCCC3)CCCC2)no1 | 75 | -1 | -1.1 | 8 | -3 | -1.9 | 5 | 0.8 | -11 | . | -0.8
C/C(=N/N=C1/NC(=O)CC(C(=O)O)S1)c1ccccc1 (centres undefined) | 100 | -1 | 2.6 | 1 | 2 | 0.3 | -24 | -2.7 | -4 | -32 | 3.9
NC(=O)COc1c(-c2ccccc2)oc2ccccc2c1=O | 85 | 10 | 1.4 | -1 | -27 | -1.2 | -5 | 2.1 | -38 | -5 | 0.8
CC(=O)c1ccc(N=C2SCCCN2C(=O)C2CCCC2)cc1 | 121 | -1 | -0.1 | -10 | 13 | 0.8 | -11 | 3.0 | . | 398* | 2.0
CC(C)N(CC(N)=O)c1ncnc2sc(-c3ccccc3)cc12 | 89 | 0 | 1.8 | 12 | -2 | 0.6 | 6 | -0.2 | 5 | 36 | -1.1
O=C(COc1ccc2ccc(=O)oc2c1)NC1CCCC1 | 98 | -5 | 1.3 | 0 | 12 | 0.3 | 13 | 4.2 | 21 | 7 | -2.5
CC1=C(C#N)C(c2ccc(O)cc2)C2=C(CCCC2=O)N1 (centres undefined) | 88 | 0 | 2.4 | -14 | -1 | 0.2 | 14 | 3.1 | -8 | 10 | -2.5
COc1ccc(NC(=O)C(C)N2c3cccc4cccc(c34)S2(=O)=O)cc1OC (centres undefined) | 101 | 4 | -4.4 | -14 | -16 | -1.1 | -13 | 1.9 | -18 | 1 | 2.2
O=C(NN1C(=O)C2C3C=CC(C4CC34)C2C1=O)c1ccc(Cl)c(Cl)c1 (centres undefined) | 102 | -1 | -0.1 | -8 | 4 | -1.7 | 0 | 0.6 | -6 | 214 | 0.0
CC1CCCN(S(=O)(=O)c2ccc(C(=O)Nc3nnc(-c4ccccc4Cl)o3)cc2)C1 (centres undefined) | 100 | -6 | -0.5 | -6 | -13 | -4.1 | 1 | -3.7 | -9 | 265 | -0.1
COc1cc(NC(=O)c2cc3nc(C4CC4)cc(C(F)(F)F)n3n2)c(OC)cc1Cl | 102 | 4 | 3.6 | -7 | -29 | -1.4 | -8 | -2.1 | . | -4 | 1.4
Cc1onc(-c2ccccc2)c1C(=O)N/N=C/C=C/c1ccccc1 | 94 | . | -2.4 | . | . | -1.1 | . | -2.8 | 10 | 382* | .
CCCn1nc(C(=O)N2CCN(S(=O)(=O)c3ccc(C)c(C)c3)CC2)c2ccccc2c1=O | 95 | 2 | 0.6 | -10 | -5 | -0.9 | -11 | 2.0 | -7 | 10 | 2.6
CCC(=O)Nc1ccc2c(c1)nc(CN1CCN(C(C)=O)CC1)n2C | 101 | 4 | 1.1 | -13 | -15 | -0.3 | 11 | 1.3 | 31 | 3 | -1.9
COc1ccc(-c2[nH]ncc2CN(C)CC2CCCCO2)cc1F (centres undefined) | 95 | 6 | 3.0 | -5 | -46 | 0.3 | -8 | 0.4 | -1 | 1 | 1.6
COc1ccc(CCC(=O)NNC(=O)c2ccc(OC)cc2)cc1 | 110 | 3 | 1.4 | -21 | -10 | 0.3 | -2 | 5.6 | -1 | -1 | 0.3

Some of these compounds in order of their number in phage Ecoli inh, smallest number first:
compound | Pemphigus Ab inh | phage Ecoli inh | PKA-R1A act | MOR-DOR inv ag | AddAB inh | PfHsp90 set2 | Mot1-301 SUMO | OPRM1-OPRD1 ag
COc1ccc(NC(=O)C(C)N2c3cccc4cccc(c34)S2(=O)=O)cc1OC (centres undefined) | 101 | -4.4 | -14 | -13 | 1.9 | -18 | 1 | 2.2
COc1ccc(CCC(=O)NNC(=O)c2ccc(OC)cc2)cc1 | 110 | 1.4 | -21 | -2 | 5.6 | -1 | -1 | 0.3
COc1ccc(-c2[nH]ncc2CN(C)CC2CCCCO2)cc1F (centres undefined) | 95 | 3.0 | -5 | -8 | 0.4 | -1 | 1 | 1.6
COc1cc(NC(=O)c2cc3nc(C4CC4)cc(C(F)(F)F)n3n2)c(OC)cc1Cl | 102 | 3.6 | -7 | -8 | -2.1 | . | -4 | 1.4

PfHsp90 set2, what is marked active above
SMILES	Pemphigus Ab inh	phage Ecoli inh	PKA-R1A act	MOR-DOR inv ag	AddAB inh	PfHsp90 set2	Mot1-301 SUMO	OPRM1-OPRD1 ag
CCCCC(=O)NC(c1cccs1)c1cc(Cl)c2cccnc2c1O (centres undefined)	96	17*	-9	-28	16*	103*	-6	5.5

Screening results as filed in PubChem.
